Source: PubChem BioAssay
AMPAR-TARP mod – modulates AMPAR-stargazin complexes; HEK293 GluA2+stargazin, membrane potential dye (FDSS), glutamate EC50; hits were called plate by plate, in both directions; 40,000 compounds, 3.5% hits; calls only at 30 µM; O88602+P19491;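 active = any of four per-well response measures lying three or more SD from its plate-wide compound average, in either direction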
AMPAR-TARP mod agonism max-min – recorded beside AMPAR-TARP mod, whose call it bears; compound max-min signal; compound-alone response (agonism);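 unitless range of fluorescence divided by baseline over first 100 seconds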
AMPAR-TARP mod glutamate slope – also measured in AMPAR-TARP mod; calls as there; glutamate slope, % of max; measured here: glutamate response slope, % max;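 scaled per plate between vehicle wells and maximal 1 mM glutamate control wells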
Starred values were filed as active, the others as inactive; i = inactive; + = active, no number; & = joins results of further samples.

Order of values: AMPAR-TARP mod, AMPAR-TARP mod agonism max-min, AMPAR-TARP mod glutamate slope
- Cc1cc(-c2nnc(NC(=O)c3cc(Cl)sc3Cl)o2)nn1C
 : i, 0.142, 47.9
- COc1cccc(C(=O)Nc2ccccc2C(=O)Nc2ccccc2OC)c1
 : i, 0.0718, 37.5
- CCN1CCCc2cc(CCNC(=O)C(=O)NCCc3ccccc3)ccc21
 : i, 0.0649, -1.7
- COc1ccc(S(=O)(=O)NCC2CCN(C3CCCC3)CC2)cc1Cl
 : i, 0.0406, 49.5
- COc1ccc(S(=O)(=O)NCCOC23CC4CC(CC(C4)C2)C3)cc1OC
 : i, 0.0729, 58.6
- N#Cc1ccc(S(=O)(=O)c2c[nH]c3c(F)cccc3c2=O)cc1
 : i, 0.111, 48.4
- COc1ccc(-c2cc(CC(=O)Nc3ccc4c(c3)OCCO4)no2)cc1OC
 : i, 0.0676, 45.3
- Nc1c(C(=O)Nc2ccccc2F)nnn1-c1ccc(Cl)c(Cl)c1
 : i, 0.0819, 64.6
- COc1ccc(C)cc1S(=O)(=O)Nc1ccc2c(c1)CC(=O)N2
 : i, 0.096, 62.6
- COc1ccc(OCCCC(=O)Nc2cc(C)c(Cl)cc2OC)cc1
 : i, 0.0922, 84.9
- COc1ccc(OC)c(NC(=O)c2ccc(=O)n(Cc3ccc(F)cc3)n2)c1
 : i, 0.0688, 59.5
- CCCNC(=O)CCCCn1c(=O)c2ccccc2n(CC(=O)NCc2ccc(F)cc2)c1=O
 : +, 0.0528*, 59.7*
- CCC(=O)Nc1ccc(S(=O)(=O)NCC2CCN(C(C)C)CC2)c(C)c1
 : i, 0.105, 60.3
- O=C(NCc1cccs1)C(=O)NCC1(O)CCCC1
 : i, 0.078, 65.7
- Cc1nnsc1C(=O)N1CCC(CNC(=O)Cc2ccc(SC(C)C)cc2)CC1
 : i, 0.0394, 38.1
- O=[N+]([O-])c1cccc(COc2ccc(-c3cnc4ccccc4n3)cc2)c1
 : i, 0.0495, 28.7
- Cc1ccc(S(=O)(=O)N2CCCc3cc(NC(=O)c4ccccc4)ccc32)cc1
 : i, 0.101, 62.2
- COc1ccccc1NC(=O)C(=O)NCC1CCN(C(=O)c2cccnc2SC)CC1
 : i, 0.0949, 58.2
- Cc1noc(C)c1S(=O)(=O)NCC(O)(c1ccco1)C1CC1 (centres undefined)
 : i, 0.112, 61.8
- CCOC(=O)CN1CCN(c2nc3c(c(=O)[nH]c(=O)n3C)n2Cc2ccccc2C)CC1
 : i, 0.0616, -3.2
- CCOc1ccc(-n2ccnc(SCc3cccc([N+](=O)[O-])c3)c2=O)cc1
 : i, 0.0919, 59.4
- NC(=O)Cn1nnn(-c2ccc(NC(=O)COc3ccccc3F)cc2)c1=O
 : i, 0.153, 92.6
- FC(F)(F)c1ccccc1-c1ccc(-c2nnc(-c3ccco3)o2)o1
 : i, 0.0735, 62.4
- Cc1ccc(Cn2c(CO)cnc2SCC(=O)N2CC(C)OC(C)C2)cc1 (centres undefined)
 : i, 0.0595, 68.6
- COC(=O)Nc1ccc(S(=O)(=O)N2CCCC(C(=O)Nc3cccc(C(F)(F)F)c3)C2)cc1 (centres undefined)
 : i, 0.108, 43.8
- Cc1ccc(C(=O)CS(C)(=O)=O)cc1
 : i, 0.0707, 7.0
- CCc1ccc(-n2c(C)cn3c4c(=O)n(CC(=O)OC)c(=O)n(C)c4nc23)cc1
 : i, 0.124, 58.9
- CCOc1cccc2sc(N(CCN3CCOCC3)C(=O)C3CCCCC3)nc12
 : i, 0.0726, 58.8
- Cc1ccc(C(=O)Nc2ccc(SCC(=O)Nc3nc(C)cs3)nn2)cc1
 : i, 0.0249, 36.3
- CC(C)CNC(=O)C(=O)NCC1CCN(Cc2ccco2)CC1
 : i, 0.0561, 56.0

Brought forward from above: 2 entries, then new ones.
Order of values: AMPAR-TARP mod, AMPAR-TARP mod agonism max-min, AMPAR-TARP mod glutamate slope
- Cc1ccc(C(=O)Nc2ccc(SCC(=O)Nc3nc(C)cs3)nn2)cc1
 : i, 0.0249, 36.3
- CC(C)CNC(=O)C(=O)NCC1CCN(Cc2ccco2)CC1
 : i, 0.0561, 56.0
- O=C(COc1ccccc1)NCCN1CCOC(c2ccccc2)C1 (centres undefined)
 : i, 0.0578, 41.7
- COc1ccc(S(=O)(=O)NCC(c2ccsc2)N2CCN(C)CC2)cc1Cl (centres undefined)
 : i, 0.0421, 39.1
- CN(C1CCCC1)S(=O)(=O)c1ccc(C(=O)Nc2nc(-c3ccc4c(c3)OCO4)cs2)cc1
 : i, 0.0543, 51.9
- COc1ccc(CNC(=O)CCc2csc(NC(=O)c3ccc(F)cc3)n2)cc1
 : i, 0.109, 63.1
- O=C(NCCC(O)c1ccccc1)c1ccc(F)c(F)c1 (centres undefined)
 : i, 0.0774, 62.0
- CC(C)S(=O)(=O)c1cccc(C(=O)Nc2nc3ccc(Br)cc3s2)c1
 : i, 0.0652, 47.9
- COc1cc(/C=C(\C#N)c2nc(-c3ccco3)cs2)ccc1OCC(=O)Nc1ccccc1
 : i, 0.0825&0.0433, 61.0&112.0
- COc1ccc(-c2cc(CC(=O)NCCCn3ccnc3)no2)cc1
 : i, 0.0436, 33.9
- COC(=O)C1=C(C)N(C)C(=O)NC1c1ccc(O)c(OC)c1 (centres undefined)
 : i, 0.0669, 35.5
- O=C(CN1CCC(c2nnc(-c3ccc(F)cc3)o2)CC1)Nc1ccc(OC(F)(F)F)cc1
 : i, 0.105, 54.1
- O=C(Nc1cc(-c2ccccc2)nn1CCO)c1ccccc1C(F)(F)F
 : i, 0.142, 61.7
- O=C(NCC1CCN(c2ncccn2)CC1)C(=O)Nc1ccc2c(c1)OCO2
 : i, 0.111, 54.3
- COC(=O)c1c(NC(=O)CSc2ncnc3[nH]ncc23)sc2c1CCC2
 : i, 0.0776, 60.4
- COc1ccc(-n2nnc3c(N4CCN(C(=O)CC5CCCCC5)CC4)ncnc32)cc1
 : i, 0.0924, 56.6
- Cc1ccccc1NC(=O)C1C(=O)CC(C)(O)C(C(=O)Nc2ccccc2C)C1c1cnn(C)c1C (centres undefined)
 : i, 0.0713, 56.0
- CCCCc1ccc(NC(=O)Cn2cc(OC)c(=O)cc2CSc2ncccn2)cc1
 : i, 0.0299, 48.0
- Cc1ccc(-c2nnc(NC(=O)c3ccc(S(=O)(=O)C(C)C)cc3)o2)cc1C
 : i, 0.141, 61.5
- COc1cc(/C=C/C(=O)NCC(O)(c2ccccc2)C2CC2)cc(OC)c1OC (centres undefined)
 : i, 0.118, 59.6
- Nc1ccc(S(=O)(=O)N2CCCCC2)cc1
 : i, 0.058, 47.2
- Cc1cc(C(=O)Nc2sc3c(c2C#N)CCC(C)C3)nn1C(C)C (centres undefined)
 : i, 0.0914, 64.6
- Cc1ccc(N2CC(C(=O)Nc3nn(C)c4c3C(c3cccs3)CC(=O)N4)CC2=O)cc1 (centres undefined)
 : i, 0.139, 56.8
- Cc1ccccc1C(=O)Nc1ccc(Nc2cc(-n3cccn3)ncn2)cc1
 : i, 0.107, 45.6
- Cc1cccc(C)c1OCC(=O)Nc1nonc1-c1ccccc1
 : i, 0.085, 84.2
- O=C(CSC1CCCC1)N1CCN(c2ccc(-c3cccnc3)nn2)CC1
 : i, 0.0761, 39.0
- COc1cccc(NC(=O)c2c(N)c(C(=O)c3cccs3)n3ccccc23)c1
 : i, 0.0818, 66.7
- COC(=O)Cn1c(=O)c2c(nc3n(-c4ccc(Oc5ccccc5)cc4)c(C)cn23)n(C)c1=O
 : i, 0.096, 65.4
- O=C(Nc1cc(Cl)cc(Cl)c1)c1ccc(N2CCCCS2(=O)=O)cc1
 : i, 0.11, 56.9
- COc1ccc(NC(=O)CSc2c(CC(C)C)cnc3c2c(=O)n(C)c(=O)n3C)c(OC)c1
 : i, 0.03, 50.2
- COc1ccc(-c2ccc(=O)n(CCCNC(=O)Nc3cccc(OC)c3)n2)cc1
 : i, 0.0912, 65.4
- COc1ccc(NCCN2N=C(C)C(C)n3c2nc2c3c(=O)n(C)c(=O)n2C)cc1 (centres undefined)
 : i, 0.0691, 27.0

Following part:
Structure | AMPAR-TARP mod | AMPAR-TARP mod agonism max-min | AMPAR-TARP mod glutamate slope
COc1cccc(OC)c1C(=O)NCC1CCN(S(C)(=O)=O)CC1 | i | 0.0733 | 45.2
Cc1nnc2ccc(N3CCN(C(=O)Nc4ccccc4C(F)(F)F)CC3)nn12 | i | 0.0923 | 33.8
O=S(=O)(NCC(c1cccs1)N1CCOCC1)c1cccc(Cl)c1 (centres undefined) | i | 0.132 | 62.5
COc1ccc(F)cc1S(=O)(=O)N1CCN=C1c1ccccc1 | i | 0.107 | 56.6
Cc1ccc2c(CC(=O)Nc3ccccc3C#N)cc(=O)oc2c1 | i | 0.115 | 58.2
CC1CN(c2ncnc3c2cnn3CCNC(=O)C(C)(C)C)CC(C)O1 (centres undefined) | i | 0.0934 | 52.7
O=c1[nH]c2cc3c(cc2c(=O)n1Cc1nc(-c2ccc(Br)cc2)no1)OCO3 | i | 0.143 | 59.2
COc1ccccc1CCNC(=O)C(=O)NCc1ccc(F)cc1 | i | 0.084 | 56.9
COc1ccc(OC)c(NC(=O)Cn2cc(OC)c(=O)cc2CSc2nnnn2C)c1 | i | 0.0471 | 40.0
Cc1cccn2c(=O)c(/C=N/Nc3ccc(C(=O)O)cc3)c(N3CCCC3)nc12 | i | 0.0996 | 63.6
COc1cc(S(=O)(=O)N2CCCCC2C)c(OC)cc1C (centres undefined) | i | 0.0387 | 54.4
COc1cccc(-n2c(=O)[nH]c3c(C(N)=O)nc(-c4cccc(C(F)(F)F)c4)nc32)c1 | i | 0.0812 | 39.8
Cc1cc(C)n(-c2cc(N3CCCC(C(=O)Nc4nc5ccccc5[nH]4)C3)ncn2)n1 (centres undefined) | i | 0.103 | 54.1
Cc1cc(C(=O)Nc2cc(-c3ccco3)nn2CCO)no1 | i | 0.0924 | 54.9
Cc1ccc(Cn2c(C3CC(=O)N(c4ccccc4)C3)nc3ccccc32)cc1 (centres undefined) | i | 0.0439 | 46.6
COc1ccc(-c2cc(=O)n(CC(=O)Nc3cccc4nsnc34)cn2)cc1 | i | 0.0938 | 63.3
CC(=O)OCCN1C(=O)c2cccc3c(N4CCCCC4)ccc(c23)C1=O | + | 0.58* | 45.1*
Cc1nn(C)cc1CN(C)C(=O)c1ccccc1C(F)(F)F | i | 0.0987 | 62.3
O=C(NCCC(O)c1ccco1)NCc1cccc2ccccc12 (centres undefined) | i | 0.0999 | 49.0
O=C(C(=O)N1CCN(Cc2ccccc2)CC1)c1cn(CC(=O)N2CCOCC2)c2ccccc12 | i | 0.0532 | 61.2
O=S(=O)(NCC1CCN(c2ccccn2)CC1)c1ccc(Br)s1 | i | 0.108 | 57.2
COc1cc(-c2ccc(SCC(N)=O)nn2)cc(OC)c1OC | i | 0.052 | 57.6
COc1cc(NC(=O)c2cccc3ccccc23)ccc1N1CCCCC1=O | i | 0.0952 | 42.0
O=C(CCS(=O)(=O)c1ccccc1)N1CCN(C(=O)c2cnn3ccccc23)CC1 | i | 0.098 | 58.8
COc1ccc(OC)c(-c2ccc(=O)n(CC(=O)NCC3CCCO3)n2)c1 (centres undefined) | i | 0.0855 | 104.0
CCc1ccc(-c2cc3c(=O)[nH]nc(SCC(=O)Nc4cc(Cl)ccc4OC)n3n2)cc1 | i | 0.0996 | 55.2
CC(=O)c1cccc(NC(=O)Cc2csc(Nc3cccc(C(F)(F)F)c3)n2)c1 | i | 0.111 | 54.0
COc1ccc(CC(=O)Nc2cccc(N3CCCS3(=O)=O)c2)cc1 | i | 0.0418 | 50.9
O=S(=O)(c1ccc(C2CCCCC2)cc1)N1CCCC1 | i | 0.0401 | 69.7
Cn1cccc1C(CNC(=O)c1ccc(Br)o1)N1CCCCCC1 (centres undefined) | i | 0.0625 | 55.2
Cc1ccc2sc(N(CCCn3ccnc3)C(=O)c3ccc(F)cc3)nc2c1C | i | 0.0798 | 52.0
CC(=O)c1ccc(OCC(O)CN2CCN(Cc3ccc(Cl)cc3)CC2)cc1 (centres undefined) | i | 0.0428 | 44.2
COc1ccc(S(=O)(=O)N2CCCOC2CNC(=O)C(=O)NCCCO)cc1OC (centres undefined) | i | 0.104 | 45.0
CN(C)C(CNC(=O)C1CCN(S(C)(=O)=O)CC1)c1ccsc1 (centres undefined) | i | 0.137 | 56.9
Cc1[nH]c(=O)[nH]c(=O)c1CC(=O)Nc1ccc(F)c(C(F)(F)F)c1 | i | 0.123 | 76.9
COc1ccc(NC(=O)CSc2cc(N3CCCC3)ncn2)c(OC)c1 | i | 0.0812 | 57.8
COc1coc(C(=O)Nc2nc3ccc([N+](=O)[O-])cc3s2)cc1=O | + | 0.234* | 67.9*
CC(=O)NCCn1ncc2c(N3CCN(c4ccccc4)CC3)ncnc21 | i | 0.109 | 56.7
O=C(CSc1ccc(NC(=O)c2ccccc2)nn1)Nc1nccs1 | i | 0.0773 | 42.1
Cc1ccc(C(=O)N2CCNC(=O)C2C)cc1 (centres undefined) | i | 0.0734 | 55.1
COc1ccccc1C(=O)N(CCc1cccs1)c1nc2ccc(S(C)(=O)=O)cc2s1 | + | 0.0695* | 101.4*
CCOCC(=O)NCC(O)Cc1ccccc1 (centres undefined) | i | 0.104 | 81.6
CCOc1ccc(NC(=O)c2ccc(COc3ccccc3)o2)cc1 | i | 0.0791 | 39.1
O=C(NCC(F)(F)F)C1CN(C(=O)c2cnccn2)C1 | i | 0.0992 | 57.2
O=C1CCS(=O)(=O)N1c1ccc(S(=O)(=O)N2CCN(Cc3ccccc3)CC2)cc1 | i | 0.0835 | 63.7
COc1cc(-c2nnc(NC(=O)c3ccc(C(C)=O)cc3)o2)cc(OC)c1OC | + | 0.232* | 74.6*
COC(=O)Cn1c(=O)c2c(nc3n(-c4cc(C)ccc4OC)c(C)c(C)n23)n(C)c1=O | i | 0.0687 | 62.6

Not all compounds are listed (hit frequency here may not be typical).
